TcdB inh: inhibitors of Clostridioides difficile toxin B glycohydrolase; P18177; inhibition, % at 9.99 µM; 350,000 tested, 0.24% active; TcdB glycohydrolase enzymatic assay, plate reader; in the data active = inhibition above about 10%
An asterisk follows results filed as active. The list is partial; rates above refer to the full screens.

What do the screens show for `C[C@H](NC(=O)[C@H]1[C@H](CO)[C@H]2Cn3c(cccc3=O)[C@@H]1N2CCC(F)(F)F)c1ccccc1`?
TcdB inh: 1.1

How did C[C@H]1CN([C@@H](C)CO)C(=O)Cc2cc(NC(=O)C3CCCCC3)ccc2O[C@@H]1CN(C)S(=O)(=O)c1ccc(F)cc1 do in these assays?
TcdB inh: -0.3

Results for C[C@@H]1CN([C@@H](C)CO)C(=O)c2cc(-c3ccc(C(=O)N(C)C)cc3)cnc2O[C@H]1CN(C)C(=O)c1ccncc1 ?
TcdB inh: -0.7

What do the screens show for `C[C@@H]1CN([C@H](C)CO)C(=O)c2cc(NC(=O)Nc3ccccc3)ccc2O[C@@H]1CN(C)Cc1ccc(C(=O)Nc2ccccc2N)cc1`?
TcdB inh: 0.5

Results for COc1ccc2c3c(n(C)c2c1)[C@@H](CO)N(C(=O)C1CC1)CC31CCN(CC2CCCC2)CC1 ?
TcdB inh: 0.2

Results for CC(C)C#Cc1ccc([C@H]2[C@@H](CO)N3CCCCN(C(=O)Nc4ccccc4)C[C@@H]23)cc1 ?
TcdB inh: 1.0

How did Cc1ccc(S(=O)(=O)Nc2ccc3c(c2)C(=O)N(C)[C@H]2CC[C@H](CC(=O)O)O[C@@H]2CO3)cc1 do in these assays?
TcdB inh: -0.2

What do the screens show for `C[C@@H]1CN([C@@H](C)CO)C(=O)c2cccc(NS(=O)(=O)c3ccccc3)c2O[C@@H]1CN(C)Cc1ccncc1`?
TcdB inh: -0.8

What do the screens show for `N#C[C@@H]1[C@H](c2ccccc2C2=CCCCC2)[C@H](CO)N1C(=O)c1ccccn1`?
TcdB inh: -1.4

What do the screens show for `C[C@H](CO)N1C[C@H](C)[C@H](CN(C)C(=O)C2CC2)Oc2cc(Br)ccc2S1(=O)=O`?
TcdB inh: -0.6

What do the screens show for `C[C@@H]1CN([C@@H](C)CO)C(=O)c2cc(C3=CCCC3)cnc2O[C@H]1CN(C)Cc1ccc(C(=O)O)cc1`?
TcdB inh: 0.9

How did CO[C@H]1CN(C)C(=O)c2ccc(NS(C)(=O)=O)cc2OC[C@H](C)N(C(=O)C2CCOCC2)C[C@@H]1C do in these assays?
TcdB inh: -2.5

Results for C[C@H](CO)N1C[C@H](C)[C@@H](CN(C)C(=O)Nc2cccc3ccccc23)OCCCC[C@H](C)Oc2ccc(NS(C)(=O)=O)cc2C1=O ?
TcdB inh: 0.8

What do the screens show for `CC(C)NC(=O)N1[C@H](CO)[C@H](c2ccccc2)C12CN(C(=O)Cc1ccccc1)C2`?
TcdB inh: -9.7

How did COc1cccc(-c2ccc([C@@H]3[C@H](C#N)N(C(=O)Cc4ccccc4)[C@H]3CO)cc2)c1 do in these assays?
TcdB inh: -0.3

How did NCC[C@H]1CC[C@@H](NC(=O)C2CCCCC2)[C@@H](CO)O1 do in these assays?
TcdB inh: 0.5

What do the screens show for `CN1CCCCN2[C@@H](CO)[C@H](c3ccc(-c4cccnc4)cc3)[C@@H]2C1`?
TcdB inh: -2.1

What do the screens show for `O=C(NCC[C@@H]1CC[C@H](NC(=O)c2cnccn2)[C@H](CO)O1)c1ccc2c(c1)OCO2`?
TcdB inh: 0.6

What do the screens show for `CN1CCN(C(=O)C[C@@H]2CC[C@@H](NC(=O)Cc3ccccn3)[C@@H](CO)O2)CC1`?
TcdB inh: 0.5

What do the screens show for `Cc1noc(C)c1S(=O)(=O)Nc1cccc2c1O[C@H](CN(C)S(C)(=O)=O)[C@H](C)CN([C@H](C)CO)C2=O`?
TcdB inh: -1.3

Continued (5 carried over from the part before).
How did NCC[C@H]1CC[C@@H](NC(=O)C2CCCCC2)[C@@H](CO)O1 do in these assays?
TcdB inh: 0.5

What do the screens show for `CN1CCCCN2[C@@H](CO)[C@H](c3ccc(-c4cccnc4)cc3)[C@@H]2C1`?
TcdB inh: -2.1

What do the screens show for `O=C(NCC[C@@H]1CC[C@H](NC(=O)c2cnccn2)[C@H](CO)O1)c1ccc2c(c1)OCO2`?
TcdB inh: 0.6

What do the screens show for `CN1CCN(C(=O)C[C@@H]2CC[C@@H](NC(=O)Cc3ccccn3)[C@@H](CO)O2)CC1`?
TcdB inh: 0.5

What do the screens show for `Cc1noc(C)c1S(=O)(=O)Nc1cccc2c1O[C@H](CN(C)S(C)(=O)=O)[C@H](C)CN([C@H](C)CO)C2=O`?
TcdB inh: -1.3

Results for C[C@H](CO)N1C[C@H](C)[C@H](CN(C)C(=O)Nc2ccc3c(c2)OCO3)Oc2cc(C#Cc3cccnc3)ccc2S1(=O)=O ?
TcdB inh: -7.6

How did CC(C)NC(=O)Nc1ccc2c(c1)C(=O)N([C@H](C)CO)C[C@@H](C)[C@H](CN(C)S(=O)(=O)c1ccc(F)cc1)OCCCC[C@H](C)O2 do in these assays?
TcdB inh: 1.5

How did CO[C@@H]1CN(C)C(=O)c2cc(NC(=O)C3CCC3)ccc2OC[C@H](C)N(Cc2ccccn2)C[C@@H]1C do in these assays?
TcdB inh: -0.1

Results for C[C@@H]1CCCCO[C@H](CN(C)C(=O)Nc2ccc(C(F)(F)F)cc2)[C@@H](C)CN([C@H](C)CO)C(=O)c2cc(NS(=O)(=O)c3cn(C)cn3)ccc2O1 ?
TcdB inh: 0.4

Results for C[C@@H]1CCCCO[C@H](CN(C)S(=O)(=O)c2ccccc2)[C@@H](C)CN([C@@H](C)CO)C(=O)c2cc(N(C)C)ccc2O1 ?
TcdB inh: -7.8

What do the screens show for `C[C@H](CO)N1C[C@H](C)[C@H](CN(C)Cc2ccc3c(c2)OCO3)Oc2ccc(NS(=O)(=O)c3ccc(F)cc3)cc2C1=O`?
TcdB inh: -0.1

What do the screens show for `CCS(=O)(=O)N1[C@H](C#N)[C@@H](c2ccc(C3=CCCCC3)cc2)[C@H]1CO`?
TcdB inh: 0.4

How did COC(=O)C[C@@H]1C[C@@H]2c3cc(N(C)C)ccc3O[C@@H]2[C@H](CO)O1 do in these assays?
TcdB inh: -53

Results for C[C@H](CO)N1C[C@H](C)[C@@H](CN(C)S(=O)(=O)c2cccs2)Oc2ccc(NC(=O)NC3CCCCC3)cc2CC1=O ?
TcdB inh: 0.8

Results for C#Cc1ccc([C@@H]2C=C(C(=O)Nc3ccccc3)O[C@H](OCc3ccc(CO)cc3)C2)cc1 ?
TcdB inh: -1.2

Results for CCNC(=O)[C@@H]1[C@@H](CO)[C@@H]2Cn3c(ccc(-c4cccc(F)c4)c3=O)[C@H]1N2C(=O)c1ccccn1 ?
TcdB inh: -0.2

What do the screens show for `C[C@@H](NC(=O)C[C@H]1CC[C@H]2[C@@H](COC[C@@H](O)CN2C(=O)Nc2cccc(Cl)c2)O1)c1ccccc1`?
TcdB inh: 2.8

Results for CC=Cc1ccc2n(c1=O)C[C@@H]1[C@@H](CO)[C@H](C(=O)N3CCc4ccccc4C3)N(C(=O)COC)[C@H]21 (mixture of isomers) ?
TcdB inh: -0.6

What do the screens show for `Cc1noc(C)c1NC(=O)N(C)C[C@H]1Oc2ccc(NC(=O)c3ccncc3)cc2CC(=O)N([C@H](C)CO)C[C@@H]1C`?
TcdB inh: -0.6

What do the screens show for `O=C(C[C@H]1CC[C@H]2[C@@H](COC[C@H](O)CN2C(=O)Nc2ccc(C(F)(F)F)cc2)O1)NCCc1ccncc1`?
TcdB inh: -0.5

What do the screens show for `Cc1ccc(NC(=O)OCCN(C)C(=O)Nc2ccc(C)cc2C)c(C)c1`?
TcdB inh: -0.3

How did O=C(C1CCCC1)N1CC(=O)N2[C@H](CO)[C@@H](c3ccc(Br)cc3)[C@@H]2C1 do in these assays?
TcdB inh: -1.3

What do the screens show for `C[C@H](CO)N1C[C@H](C)[C@@H](CN(C)CC2CC2)Oc2cc(C#CC3(O)CCCC3)ccc2S1(=O)=O`?
TcdB inh: -0.1

What do the screens show for `CNC[C@H]1Oc2ccc(NC(=O)Cc3cn(C)c4ccccc34)cc2C(=O)N([C@H](C)CO)C[C@@H]1C`?
TcdB inh: 0.0

What do the screens show for `C[C@@H]1CN([C@@H](C)CO)C(=O)c2cc(-c3ccccc3)cnc2O[C@H]1CN(C)Cc1ccccc1`?
TcdB inh: 1.6

What do the screens show for `C[C@H](CO)N1C[C@H](C)[C@@H](CN(C)Cc2ccc(-c3ccccc3)cc2)Oc2ccc(NC(=O)C3CC3)cc2C1=O`?
TcdB inh: 1.4

How did C[C@H]1CCCCO[C@H](CN(C)S(=O)(=O)c2ccccc2)[C@@H](C)CN([C@@H](C)CO)C(=O)c2cc(N(C)C)ccc2O1 do in these assays?
TcdB inh: -5.6

How did CN(C)CC(=O)Nc1ccc2c(c1)[C@@H]1C[C@H](CC(=O)N3CCCCC3)O[C@H](CO)[C@@H]1O2 do in these assays?
TcdB inh: 0.0

What do the screens show for `COCC(=O)N1C[C@@H]2[C@H](c3ccccc31)[C@@H](CO)N2C(=O)c1ccncc1`?
TcdB inh: 0.7

What do the screens show for `CO[C@H]1CN(C)C(=O)c2ccc(NC(=O)C3CCCC3)cc2OC[C@H](C)N(CC2CC2)C[C@H]1C`?
TcdB inh: -5.3

What do the screens show for `N#C[C@@H]1[C@@H](c2ccccc2-c2ccccc2F)[C@@H](CO)N1C(=O)C1CCOCC1`?
TcdB inh: 1.4

How did O=C(Nc1ccccc1)N1CCCCN2[C@H](C1)[C@@H](c1ccc(C#CC3CC3)cc1)[C@@H]2CO do in these assays?
TcdB inh: 0.3

What do the screens show for `COc1ccc(S(=O)(=O)N(C)C[C@H]2OCCCC[C@H](C)Oc3ccc(NC(=O)NC(C)C)cc3C(=O)N([C@H](C)CO)C[C@H]2C)cc1`?
TcdB inh: -1.4

Results for CCC(=O)Nc1ccc2c(c1)C(=O)N(C)C[C@@H](OC)[C@H](C)CN(C(=O)CC1CC1)[C@H](C)CO2 ?
TcdB inh: -0.7

How did CNC[C@@H]1Oc2cc(C#CCC3CCCC3)ccc2S(=O)(=O)N([C@@H](C)CO)C[C@@H]1C do in these assays?
TcdB inh: -0.5

Results for C[C@H](CO)N1C[C@H](C)[C@@H](CN(C)C(=O)Nc2cccc3ccccc23)Oc2ccc(NC(=O)Cn3cnnn3)cc2C1=O ?
TcdB inh: 1.3

How did COc1ccc(S(=O)(=O)N(C)C[C@@H]2Oc3ccc(NC(=O)CCC(F)(F)F)cc3CC(=O)N([C@@H](C)CO)C[C@H]2C)cc1 do in these assays?
TcdB inh: -14

What do the screens show for `C[C@@H]1CN([C@@H](C)CO)C(=O)c2c(c3ccccc3n2C)-c2ccccc2CO[C@@H]1CN(C)C(=O)c1cc(Cl)cc(Cl)c1`?
TcdB inh: -1.6

Results for CCC(=O)N(C)C[C@@H]1Oc2ncc(C#C[C@@H](C)O)cc2C(=O)N([C@@H](C)CO)C[C@@H]1C ?
TcdB inh: -0.4

How did Cc1ccccc1C(=O)N[C@@H](Cc1cccnc1)C(=O)N1CCC[C@H]1C(=O)NC1CCCC1 do in these assays?
TcdB inh: 0.7

Results for C[C@@H]1CN([C@@H](C)CO)S(=O)(=O)c2ccc(C#CC3CCCC3)cc2O[C@H]1CN(C)S(C)(=O)=O ?
TcdB inh: -0.1

What do the screens show for `COC(=O)C1=C(C)N(Cc2ccc(C(F)(F)F)cc2)C(=NCc2ccc(C(F)(F)F)cc2)NC1c1ccccc1` (configuration not stated)?
TcdB inh: 2.7

What do the screens show for `COc1ccccc1S(=O)(=O)N[C@@H]1C=C[C@@H](CC(=O)N2CCOCC2)O[C@H]1CO`?
TcdB inh: -6.8

What do the screens show for `O=C(Nc1ccccc1)N1CC(=O)N2[C@@H](CO)[C@H](c3ccc(C#CC4CCCC4)cc3)[C@@H]2C1`?
TcdB inh: -0.3

Results for Cc1ccc(S(=O)(=O)N(C)C[C@@H]2Oc3ncc(-c4ccccc4)cc3C(=O)N([C@@H](C)CO)C[C@@H]2C)cc1 ?
TcdB inh: -0.1

Reprinted from the listing for reference:
What do the screens show for `COC(=O)C1=C(C)N(Cc2ccc(C(F)(F)F)cc2)C(=NCc2ccc(C(F)(F)F)cc2)NC1c1ccccc1` (configuration not stated)?
TcdB inh: 2.7

What do the screens show for `COc1ccccc1S(=O)(=O)N[C@@H]1C=C[C@@H](CC(=O)N2CCOCC2)O[C@H]1CO`?
TcdB inh: -6.8

What do the screens show for `O=C(Nc1ccccc1)N1CC(=O)N2[C@@H](CO)[C@H](c3ccc(C#CC4CCCC4)cc3)[C@@H]2C1`?
TcdB inh: -0.3

Results for Cc1ccc(S(=O)(=O)N(C)C[C@@H]2Oc3ncc(-c4ccccc4)cc3C(=O)N([C@@H](C)CO)C[C@@H]2C)cc1 ?
TcdB inh: -0.1

More results follow.
What do the screens show for `COc1cccc(NC(=O)N(C)C[C@@H]2Oc3cc(C#CC4(O)CCCC4)ccc3S(=O)(=O)N([C@H](C)CO)C[C@H]2C)c1`?
TcdB inh: -0.9

What do the screens show for `C[C@@H]1CN([C@@H](C)CO)C(=O)Cc2cc(NS(=O)(=O)c3cccs3)ccc2O[C@@H]1CN(C)S(=O)(=O)c1ccccc1`?
TcdB inh: 2.5

What do the screens show for `COC(=O)C[C@@H]1C[C@H]2c3cc(NC(=O)NC4CCCCC4)ccc3O[C@H]2[C@@H](CO)O1`?
TcdB inh: 1.7

How did CC(C)NC(=O)Nc1ccc2c(c1)CC(=O)N([C@@H](C)CO)C[C@@H](C)[C@H](CN(C)C(=O)NC1CCCCC1)O2 do in these assays?
TcdB inh: -2.5

What do the screens show for `C[C@@H]1CN([C@H](C)CO)C(=O)Cc2cc(NC(=O)Nc3ccc(F)cc3)ccc2O[C@@H]1CN(C)CC1CC1`?
TcdB inh: 1.2

What do the screens show for `Cc1noc(C)c1NC(=O)Nc1cccc2c1O[C@@H](CN(C)Cc1ccc(C(=O)Nc3ccccc3N)cc1)[C@H](C)CN([C@@H](C)CO)C2=O`?
TcdB inh: 0.1

What do the screens show for `CCCNC(=O)C[C@H]1CC[C@H]2[C@H](COc3ccc(NC(=O)c4ccc5c(c4)OCO5)cc3C(=O)N2C)O1`?
TcdB inh: 0.9

Results for COc1cccc(-c2ccc([C@@H]3[C@@H](CO)N4C(=O)CN(C(=O)C5CCCC5)C[C@H]34)cc2)c1 ?
TcdB inh: -0.2

What do the screens show for `CC(C)NC(=O)N(C)C[C@@H]1Oc2c(NS(C)(=O)=O)cccc2C(=O)N([C@@H](C)CO)C[C@H]1C`?
TcdB inh: -5.0

Results for O=C(c1cccnc1)N1C[C@H]2[C@@H](c3ccccc31)[C@@H](CO)N2C(=O)C1CCCC1 ?
TcdB inh: -2.1
